EWS-Fli block: EWS/Fli-driven NR0B1 reporter inhibitors, primary screen, A673 cells, NR0B1 luciferase, luminescence, MLPCN library | viability-normalised | inhibition, % at 12.6 µM | actives 0.67% (n = 350,000);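 active = mean inhibition of at least 50% after viability correction, with every replicate also passing that limit; inconclusive = mean reaches 50% but only one of two replicates passes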;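 also: firefly luciferase signal divided by Alamar Blue viability fluorescence both relative to DMSO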
ARNT TACC3 PPI: disruptors of ARNT/TACC3 protein interaction, primary screen, biochemical, AlphaScreen, single concentration; inhibition, % at 9.99 µM; actives 0.66% (n = 390,000); AlphaScreen His-ARNT PAS-B/GST-TACC3 binding, luminescence; TACC3 fragment carries E629A point mutation; Transforming acidic coiled-coil-containing protein 3 (Homo sapiens), Q9Y6A5;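 active = mean inhibition of replicates at least 50% and at least half of replicates each reaching 50%; inconclusive = half or more replicates reach 50% but mean below 50%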;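 also: 0% = complete ARNT plus TACC3 wells and 100% = ARNT alone without TACC3; many hits fall short of the cut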
ERp5 inh: inhibitors of ERp5-driven insulin aggregation, primary screen, biochemical, turbidity, absorbance 650 nm, single point; Protein disulfide-isomerase A6 (Homo sapiens), Q15084; 90 min; inhibition, % at 9.99 µM; actives 0.05% (n = 350,000); AID 651711, 2012;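 active = mean replicate inhibition above about 25%, with every replicate also reaching it, limit read from the data, passing the limit was not always enough; inconclusive = only one of those two criteria met; inactive = neither criterion met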
Target sequence (Q15084 whole entry, looked up): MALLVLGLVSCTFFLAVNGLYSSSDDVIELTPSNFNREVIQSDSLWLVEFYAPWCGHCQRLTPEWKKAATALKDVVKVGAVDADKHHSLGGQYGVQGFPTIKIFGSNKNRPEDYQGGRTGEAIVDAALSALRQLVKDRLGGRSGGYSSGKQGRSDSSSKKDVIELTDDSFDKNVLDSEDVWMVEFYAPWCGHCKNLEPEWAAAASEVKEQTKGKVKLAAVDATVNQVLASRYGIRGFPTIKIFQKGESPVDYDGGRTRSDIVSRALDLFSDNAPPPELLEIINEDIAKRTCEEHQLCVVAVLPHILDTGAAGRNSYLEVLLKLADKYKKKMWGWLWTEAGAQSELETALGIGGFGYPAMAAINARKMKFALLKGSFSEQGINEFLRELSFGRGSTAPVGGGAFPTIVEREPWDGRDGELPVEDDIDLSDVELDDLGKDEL
CFTR F508del cor: F508del CFTR correction, initial screen, CFBE line, single point. CFBE cells, YFP halide quenching; stimulated with forskolin plus potentiator P3; % fluorescence drop versus neutral controls. activity (quench increase), % at 7.58 µM. actives 0.36% (n = 350,000);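 active = mean added fluorescence quench of at least 8% versus neutral control, with both replicates also reaching 8%; inconclusive = only one of the mean or replicate conditions met; inactive = mean below 8% and not both replicates reaching 8%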;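 also: cells transiently co-express mutant CFTR-F508del with the halide-sensitive YFP; corrector assay measuring rescue of mutant channel to the surface after 24 h compound exposure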
INS-1E GSIS act: GLuc luminescence reporter in INS-1E cells, primary screen for activators of glucose-dependent secretion of insulin | activation, % at 16.6 µM | actives 0.61% (n = 370,000) | INS-1E GLuc reporter insulin secretion, 2-3 h;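 active = lowest replicate activation of at least 40%, so every replicate reaches that level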;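 also: 0% = median of neutral control wells and 100% = median of IBMX positive control wells; some compounds called inactive have numbers as strong as hits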
PAX8 inh HTS: inhibitors of PAX8-driven TPO luciferase reporter, primary screen, RMG-I cells, single concentration. inhibition, % at 12.6 µM. AID 652154, 2013. SteadyGlo, 24 h. actives 1.2% (n = 360,000);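 active = mean replicate inhibition at least 60% with every replicate also reaching 60%; inconclusive = only one of the two criteria is met; inactive = mean below 60% and not all replicates reaching 60%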;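 also: luciferase light reporting Pax8 driven TPO promoter activity; plate controls were median of neutral control wells for no effect and mitoxantrone controls for full effect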
XiGFP reactiv: activators of inactive X chromosome reactivation, primary screen, imaging, XiGFP fibroblasts, GFP high-content imaging, set 2; AID 743238, 2013; XiGFP mouse fibroblasts, % GFP-positive cells imaging, 3 d; cells co-treated with 5-aza-dC sensitizer; scaled so ellipticine positive control = 100%; actives 0.055% (n = 360,000); activation, % at 7.58 µM;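 active = mean normalized replicate activation at least 10% and every replicate at or above 10%; inconclusive = only one of the two criteria met; inactive = mean below 10% and not all replicates reach 10%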;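 also: 0% = median of on-plate neutral control wells and 100% = ellipticine 6 µM median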
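Material: XiGFP fibroblasts, SV40-immortalized. Buffer or medium: DMEM plus 5-aza-dC sensitizer. Compound: single concentration per compound, delivered by pin transfer. Times: 3 days compound exposure. Controls: ellipticine 6 µM.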
DENV2 CPE: inhibitors of DENV2 cytopathic effect, primary screen, cell-based, plate reader, single concentration. AID 651640, 2012. actives 1.7% (n = 350,000). CPE inhibition, % at 9.99 µM. DENV2-infected cells, cytopathic effect rescue; in the data active = CPE inhibition above about 20%, passing the limit was not always enough; inconclusive = no clear call, values can overlap the other calls; tested in BHK-21 cells;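 also: 0% = median of neutral control wells and 100% = median of positive control wells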
Active calls of the source: *; ? = inconclusive; / = not tested or not shown.

Molecule	PAX8 inh HTS	XiGFP reactiv	DENV2 CPE	ARNT TACC3 PPI	ERp5 inh	CFTR F508del cor	INS-1E GSIS act	EWS-Fli block
CN1C(=O)c2cc(NC(=O)Cc3cccs3)ccc2OC[C@@H]2O[C@H](CC(=O)NCC3CC3)CC[C@H]21	16	0.0	-4	-13	-6	1.9	-1	-2
CCN(CC(=O)NCc1ccc(F)cc1)C(=O)/C=C/c1cc(OC)ccc1OC	2	0.1	-4	-1	-6	-1.8	-3	/
COc1ccccc1-c1ccc2c(c1)O[C@H](CN(C)C(=O)c1ccccc1)[C@H](C)CN([C@H](C)CO)S2(=O)=O	1	-0.5	-6	4	1	/	-27	12
O=C(CCCl)Nc1nnc(SCC(=O)NC2CCCC2)s1	56	/	0	7	2	2.7	1	-10
CCC(c1nnc(SCC(=O)Nc2ccc(S(N)(=O)=O)cc2)n1Cc1ccccc1)N(C)C (stereo not drawn)	7	0.0	-5	-3	2	5.1	7	9
CCN1CCN(C(=O)Cn2ncc3c([nH]c4ccc(C)cc43)c2=O)CC1	2	0.0	4	-3	2	-0.9	8	/
Cc1ccc(S(=O)(=O)NCC[C@@H]2CC[C@@H](NC(=O)c3cccc(F)c3)[C@@H](CO)O2)cc1	6	-0.4	-2	-39	0	1.5	-4	-5
C[C@H]1CN([C@@H](C)CO)C(=O)CCCn2cc(nn2)CO[C@H]1CN(C)C(=O)Nc1ccccc1C(F)(F)F	2	-0.4	/	/	/	1.9	6	2
COc1ccc2[nH]cc(CCNC(=O)c3ccc4ccccc4n3)c2c1	12	0.0	-4	1	3	3.1	15	12
Cc1[nH]n(-c2ccccc2)c(=O)c1N=Nc1cccc([N+](=O)[O-])c1	1	0.0	?	-2	-7	0.2	3	-1
CCCCCN1C(=O)/C(=C/c2c(N3CCc4ccccc4C3)nc3ccccn3c2=O)SC1=S	-11	/	2	5	1	-1.7	13	-59
CCOC(=O)C1=C(COC(=O)COc2ccc(Br)cc2)NC(=O)NC1C (stereo not drawn)	-12	0.0	-8	1	-1	-3.1	9	-1
O=C(Nc1cc(F)ccc1F)N1CC(=O)N2[C@H](C1)[C@H](c1ccc(-c3ccccc3)cc1)[C@@H]2CO	-15	0.0	-5	/	3	1.3	-14	0
COc1ccc(NC(=O)N[C@H]2CC[C@@H](CCNS(=O)(=O)c3cccc(Cl)c3)O[C@@H]2CO)cc1	9	0.2	-6	/	-1	2.0	1	4
Cc1ccc(S(=O)(=O)NCC[C@H]2CC[C@H](NC(=O)CCN3CCCCC3)[C@@H](CO)O2)cc1	1	0.1	-9	1	1	-1.4	7	9
Cc1ccc(CN2CCC[C@]3(N[C@H](c4ccccc4)[C@@H]4C(=O)N(C)C(=O)[C@@H]43)C2=O)cc1	-5	-0.2	-3	/	-1	-0.2	15	6
O=C(Nc1ccccc1N1CCCCC1)c1ccc(F)c(S(=O)(=O)N2CCOCC2)c1	-5	0.0	4	1	-1	-1.0	1	8
COc1ccc(C(CNC(=O)c2cccc(S(=O)(=O)N3CCCC3)c2)N2CCCC2)cc1 (stereo not drawn)	-3	-0.1	-5	-2	8	-1.1	-17	0
Cc1ccc(S(=O)(=O)Nc2ccc(S(=O)(=O)Nc3nccs3)cc2)c([N+](=O)[O-])c1	10	0.0	-2	1	0	0.8	11	-2
C[C@H](CO)N1C[C@H](C)[C@@H](CN(C)C(=O)Nc2ccc(C(F)(F)F)cc2)Oc2ccc(NC(=O)Nc3cccc4ccccc34)cc2CC1=O	/	-1.2	-9	-5	-1	1.6	15	2
C/C=C/c1ccc([C@H]2[C@@H](CNC(C)C)N(c3nc(CC)cs3)[C@H]2CO)cc1	31	0.0	10	26	/	2.6	-39	11
CCCn1c(O)c(N=Nc2ccc3ccccc3n2)c2ccccc21	-85	-0.1	-2	8	-1	2.3	2	-119
C[C@H](CO)N1C[C@H](C)[C@H](CN(C)Cc2ccccc2C(=O)O)Oc2cc(-c3ccc(F)cc3)ccc2S1(=O)=O	-12	0.1	-5	7	2	3.7	4	-1
O=C(CCl)Nc1ncc(S(=O)(=O)c2ccc([N+](=O)[O-])cc2)s1	26	-0.1	-4	-13	2	-0.4	-10	5
COCCNC(=O)C[C@@H]1C[C@@H]2c3cc(NS(=O)(=O)c4ccc(F)cc4)ccc3O[C@@H]2[C@H](CO)O1	-2	-0.1	?	1	/	-3.5	2	4
CCNC(=O)[C@H]1[C@H](CO)[C@H]2Cn3c(ccc(C4=CCCCC4)c3=O)[C@@H]1N2C(=O)Cc1ccccn1	-27	0.8	-2	/	13	-1.5	6	-10
O=S(=O)(NCc1ccccc1)c1ccc(Br)s1	9	0.0	-2	-2	6	1.1	1	6
Cc1ccc2nc(SCC(=O)c3c(N)n(C)c(=O)n(C)c3=O)[nH]c2c1	9	0.0	1	-5	4	-5.7	-14	54*
O=C(O)C1C=CC(C(=O)O)c2ccccc21 (stereo not drawn)	93*	0.2	1	/	-2	1.7	/	-10
CN(C)C(=O)C[C@@H]1C[C@@H]2c3cc(NC(=O)Nc4ccccc4)ccc3O[C@@H]2[C@H](CO)O1	0	-0.1	-2	-11	/	-0.6	-4	-5
O=C(NCC1CCCO1)c1ccc(CNS(=O)(=O)c2cccc(Cl)c2)cc1 (stereo not drawn)	-25	0.0	1	-6	4	0.0	-4	10
CO[C@@H]1CC[C@H]2CCN(C)C(=O)[C@@H](C)CN(C)C(=O)c3cccc(C#N)c3OC[C@@H]1O2	-13	-0.1	-2	-4	5	/	-2	2
O=S(=O)(c1ccccc1)N(CC1CO1)c1cc(Cl)ccc1Cl (stereo not drawn)	-17	/	-1	/	6	1.1	2	15
COc1cc2[nH]c(=S)n(CC3CCCO3)c(=O)c2cc1OC (stereo not drawn)	/	/	/	-4	2	0.4	-4	1
COc1ccc2c3c(n(C)c2c1)[C@@H](CO)NCC31CN(Cc2ccccc2Cl)C1	-28	0.0	14	/	2	-2.5	16	-2
Cn1c(=O)c2c(nc(NC3CCCC3)n2C)n(C)c1=O	7	0.0	5	-2	1	-0.4	25	-12
COC(=O)/C=C1\SC(=NC(=O)c2ccc(-c3ccccc3)cc2)NC1=O	-64	0.0	10	9	5	0.4	-30	-14
CO[C@@H]1CN(C)C(=O)c2ccc(NC(=O)Nc3cc(F)ccc3F)cc2OC[C@@H](C)N(C)C[C@@H]1C	-3	-0.3	?	-2	0	0.2	-4	3
CCOc1ccc(CNC(=O)Cn2nc(C)c3c(C)n(-c4ccc(C)cc4)nc3c2=O)cc1	6	0.2	-5	0	-4	3.4	17	/
COc1ccc(C#Cc2cnc3c(c2)C(=O)N([C@H](C)CO)C[C@H](C)[C@H](CN(C)C(=O)Nc2cccc4ccccc24)O3)cc1OC	/	0.1	?	-1	-10	6.3	-9	2
COCC#Cc1ccc2c(c1)O[C@H](CN(C)C(=O)C1CCCCC1)[C@H](C)CN([C@@H](C)CO)S2(=O)=O	3	-0.6	-4	-3	0	0.2	-4	11
CCNC(=O)NC(=O)C(C)Oc1ccc(Br)cc1Br (stereo not drawn)	-105	0.0	-3	-5	-1	-2.0	7	-14
CCCCCCN[C@H]1CCC2C3CC=C4C[C@@H](O)CC[C@]4(C)C3CC[C@@]21C (stereo partly drawn)	/	0.3	2	3	7	3.3	/	24
CCOc1cccc(C(=O)Nc2ccc(S(=O)(=O)Nc3cc(C)on3)cc2)c1	-3	0.0	10	-4	-1	2.3	-2	4
COc1ccc(-c2ccc3n(c2=O)C[C@H]2[C@H](CO)[C@@H](C(=O)N(C)C)[C@@H]3N2Cc2cccnc2)cc1	-1	0.1	?	-11	0	-2.2	4	-18
Cc1cc(C(=O)NCc2cc(C(=O)O)co2)co1	21	0.1	-8	-3	5	1.0	4	4
CCOc1ccc(S(=O)(=O)NC2=NCCCCC2)cc1	-9	-0.1	-3	5	9	1.5	-1	1
CC1CCCC(C)N1C(=O)COC(=O)/C=C/c1ccco1 (stereo not drawn)	-51	0.2	-2	-5	-1	-1.0	/	-30
CC(=O)NC(Cc1ccccc1)c1ccc2c(c1)OCCCO2 (stereo not drawn)	-39	-0.1	/	0	/	/	-3	/
CN1[C@@H]2Cn3c(ccc(C4=CCCCC4)c3=O)[C@H]1[C@@H](C(=O)N1CCCCC1)[C@@H]2CO	/	0.3	10	-13	1	0.5	16	7

The list goes on.
Molecule	PAX8 inh HTS	XiGFP reactiv	DENV2 CPE	ARNT TACC3 PPI	ERp5 inh	CFTR F508del cor	INS-1E GSIS act	EWS-Fli block
CN(C)CC(=O)Nc1ccc2c(c1)[C@H]1C[C@H](CC(=O)NC3CCCCC3)O[C@@H](CO)[C@H]1O2	-28	-0.1	86*	-5	-3	-3.2	5	1
CC(C)(C)SC(=O)CC1NS(=O)(=O)OC2CCCCC12 (stereo not drawn)	-19	0.0	17	-1	-2	-0.1	0	-7
CN(C)c1ccc(NC(=O)Cc2ccccc2)c2ccccc12	-11	0.2	-3	-8	2	-0.8	-15	-31
Cn1cc([N+](=O)[O-])c(C(=O)NCc2cc3ccccc3[nH]2)n1	12	0.0	/	4	/	/	5	/
COc1cccc(OC)c1C(=O)Nc1cccc(S(=O)(=O)Nc2ccccc2Cl)c1	0	0.1	12	/	-12	0.6	-15	12
Cc1onc(-c2ccccc2Cl)c1C(=O)N1CCC(C(N)=O)CC1	-2	0.0	-4	9	0	0.0	2	6
CC(=O)N(C)C[C@@H]1Oc2cc(-c3ccccc3C)ccc2S(=O)(=O)N([C@H](C)CO)C[C@H]1C	/	-1.3	7	-1	-5	0.0	3	-7
O=C(NNC1CC(=O)N(c2ccccc2)C1=O)c1ccccc1Cl (stereo not drawn)	3	0.1	-5	1	/	0.5	/	1
COC(=O)C1CSC(C(=O)OC)N1C(=O)CN1CCN(c2ccc(OC)cc2)CC1 (stereo not drawn)	13	0.0	/	-11	6	-3.9	0	9
CCN(CC(=O)Nc1ccc(OC(F)F)cc1)C1CCCCC1	-5	0.0	3	8	6	1.4	-27	-6
COc1ccc(C=O)cc1CSc1ccccn1	-3	0.0	14	-1	4	1.1	-1	0
O=C1CCC(C(=O)N2CCCC(C(=O)c3ccc4ccccc4c3)C2)=NN1 (stereo not drawn)	5	0.3	-1	3	3	1.7	-3	/
Cc1cccc(S(=O)(=O)NC(=O)C2(C)CCN2C(=O)c2ccccc2)c1 (stereo not drawn)	-3	-0.1	-5	/	-2	3.6	-3	-4
CC(=O)N(C)C[C@H]1Oc2cc(C#C[C@H](C)O)ccc2S(=O)(=O)N([C@@H](C)CO)C[C@@H]1C	-7	0.0	2	5	3	-0.1	8	-7
C[C@H]1CN([C@@H](C)CO)C(=O)c2cccc(NC(=O)C3CC3)c2O[C@H]1CN(C)C(=O)Nc1cccc2ccccc12	21	0.0	4	15	2	0.4	1	-5

High-throughput results as filed in PubChem BioAssay.
